TLR9-MyD88 block = inhibitors of human TLR9-MyD88 binding; Q9NR96+Q99836; CHO BLA complementation TLR9-MyD88, CCF4 FRET ratio; inhibition, % at 4.98 µM; 340,000 tested, 0.21% active; AID 504734;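 active = inhibition above the mean over all tested compounds plus 3 SD, cut at about 21% in these data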;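 also: 0% = DMSO only wells and 100% = clavulanate BLA inhibitor control wells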
NCOA3 inh = human NCOA3 inhibition | Q9Y6Q9 | HEK293 GAL4-SRC3 luciferase reporter, luminescence | inhibition, % at 3.6 µM | 360,000 tested, 0.17% active;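 active = inhibition above a per-campaign cutoff, the mean of all compounds plus 3 SD, cut at about 60% in these data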;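 also: 0% = DMSO-treated cells and 100% = gossypol-treated cells at 36 µM; higher means less SRC3-driven luciferase light from the GAL4 reporter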
Target sequence (Q9Y6Q9 whole entry, looked up, the tested form may be a part): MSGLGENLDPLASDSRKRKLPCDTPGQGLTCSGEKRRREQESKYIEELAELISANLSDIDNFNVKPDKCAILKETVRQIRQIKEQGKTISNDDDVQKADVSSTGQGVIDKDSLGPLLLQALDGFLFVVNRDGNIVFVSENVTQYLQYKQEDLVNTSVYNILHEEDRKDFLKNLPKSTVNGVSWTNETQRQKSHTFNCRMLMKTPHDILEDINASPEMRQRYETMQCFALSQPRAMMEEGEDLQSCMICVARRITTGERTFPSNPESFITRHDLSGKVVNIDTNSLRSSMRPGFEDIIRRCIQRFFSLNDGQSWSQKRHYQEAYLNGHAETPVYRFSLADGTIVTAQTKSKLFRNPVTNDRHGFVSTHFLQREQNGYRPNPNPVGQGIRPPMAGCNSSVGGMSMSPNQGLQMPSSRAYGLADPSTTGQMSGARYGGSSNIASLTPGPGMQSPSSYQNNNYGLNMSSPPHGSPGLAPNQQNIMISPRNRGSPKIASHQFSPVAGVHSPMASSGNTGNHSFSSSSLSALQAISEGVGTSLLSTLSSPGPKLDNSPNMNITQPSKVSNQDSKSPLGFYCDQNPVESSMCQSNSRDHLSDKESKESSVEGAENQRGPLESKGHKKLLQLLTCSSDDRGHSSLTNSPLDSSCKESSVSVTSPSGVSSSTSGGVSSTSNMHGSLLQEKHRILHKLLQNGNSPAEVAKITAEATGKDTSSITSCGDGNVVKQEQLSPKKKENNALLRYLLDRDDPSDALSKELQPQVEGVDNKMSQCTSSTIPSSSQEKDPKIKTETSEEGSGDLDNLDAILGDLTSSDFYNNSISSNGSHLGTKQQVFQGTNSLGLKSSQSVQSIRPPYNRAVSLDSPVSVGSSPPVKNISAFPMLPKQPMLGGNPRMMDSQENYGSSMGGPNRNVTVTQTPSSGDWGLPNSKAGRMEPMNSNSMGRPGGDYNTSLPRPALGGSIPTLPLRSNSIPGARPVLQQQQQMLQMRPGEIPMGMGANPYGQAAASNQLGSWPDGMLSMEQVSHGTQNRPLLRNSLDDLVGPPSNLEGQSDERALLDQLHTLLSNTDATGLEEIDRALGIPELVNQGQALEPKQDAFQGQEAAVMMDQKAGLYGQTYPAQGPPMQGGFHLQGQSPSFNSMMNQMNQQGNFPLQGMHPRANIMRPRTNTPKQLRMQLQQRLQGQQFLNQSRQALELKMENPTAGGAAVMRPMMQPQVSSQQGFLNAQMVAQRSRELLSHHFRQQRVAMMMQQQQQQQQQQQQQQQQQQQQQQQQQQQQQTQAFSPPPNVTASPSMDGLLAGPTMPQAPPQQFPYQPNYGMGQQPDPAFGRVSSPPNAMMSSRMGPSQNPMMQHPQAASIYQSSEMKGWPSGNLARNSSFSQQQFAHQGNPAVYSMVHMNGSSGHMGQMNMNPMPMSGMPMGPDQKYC
TROY NFkB inh = TROY signaling inhibition; Q293 LMP1-TROYcd NF-kB luciferase reporter, 4 h; inhibition, % at 10 µM; 360,000 tested, 0.98% active;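 active = compounds whose plate-normalised and pattern-corrected inhibition of the luciferase reporter signal at the single screening dose is 50% or more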
LMP1 NFkB inh = inhibitors of Epstein-Barr LMP1-induced NF-kappaB reporter | LMP1-induced NF-kappaB luciferase reporter cells, luminescence | inhibition, % at 12.5 µM | 350,000 tested, 0.69% active | AID 504558; in the data active = inhibition above about 41%;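 also: 0% = neutral control wells and 100% = reference inhibitor control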
Vif inh = inhibitors of HIV Vif. HEK293T cells, Vif self-association by quenched fluorescence, imaging, 24 h. inhibition, % at 7.49 µM. 340,000 tested, 0.35% active. AID 602346; in the data active = inhibition above about 50%, passing the limit was not always enough; also: some results filed as inactive read as strong as hits
NR5A2 inv ag = suppresses constitutive activity of human LRH-1; AID 602396; inhibition, % at 3.6 µM; HEK293T StAR-luciferase reporter, LRH-1 transfected, 24 h; O00482; 360,000 tested, 0.13% active;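 active = inhibition above the mean inhibition of all tested compounds plus 3 SD, cut at about 73% in these data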;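 also: 0% = DMSO wells and 100% = reporter-only cells lacking LRH-1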
SRC2 inh = human SRC2 (NCOA2) inhibition | Q15596 | HEK293 GAL4-SRC2 luciferase reporter, luminescence | inhibition, % at 9 µM | 370,000 tested, 0.17% active;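 active = inhibition above the mean inhibition of all tested compounds plus 3 SD, set per campaign, cut at about 52% in these data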;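 also: 0% = DMSO treated cells and 100% = cells given Gossypol at 36 µM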
NOD2 RIPK2 PPI = inhibitors of human NOD2-RIPK2 interaction; O43353; CHO BLA complementation NOD2-RIPK2, CCF4 ratio; AID 624267; 360,000 tested, 0.38% active; inhibition, % at 4.98 µM; in the data active = inhibition above about 21%;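 also: 0% = vehicle only and 100% = reference blocker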
COUP-TFII inh = inhibitors of human COUP-TFII (NR2F2) | P24468 | HEK293T NGFI-A luciferase reporter, luminescence | inhibition, % at 8.6 µM | 370,000 tested, 0.7% active | AID 686940;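 active = inhibition above a per-plate cutoff, mean inhibition of test wells between control levels plus 3 SD, cut at about 38% in these data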;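 also: cells cotransfected with COUP-TFII expression vector driving the NGFI-A reporter; 0% = median of COUP-TF2 test wells and 100% = reporter-only cells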
SRC1 inh = inhibits human SRC1 coactivator; AID 588354; HEK293 GAL4-SRC1 luciferase reporter, luminescence; 360,000 tested, 0.12% active; inhibition, % at 3.6 µM; Q15788;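 active = inhibition above the campaign mean plus 3 SD, with each screening campaign given its own cutoff, cut at about 60% in these data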;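 also: 0% = DMSO treated cells and 100% = gossypol at 36 µM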
TRAIL sens C8 = sensitizes caspase-8 expressing cells to TRAIL | inhibition (viability loss, TRAIL sensitization), % at 10 µM | 360,000 tested, 1% active | NB7+C8 cells + TRAIL, ATPlite viability luminescence;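 active = compounds causing at least 50% loss of cell viability in the single-dose screen, relative to plate controls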
The depositor's hits bear a star; . = not tested or not shown. Only part of the results is shown; rates above refer to the full screens.

SMILES	TLR9-MyD88 block	NCOA3 inh	TROY NFkB inh	LMP1 NFkB inh	Vif inh	NR5A2 inv ag	SRC2 inh	NOD2 RIPK2 PPI	COUP-TFII inh	SRC1 inh	TRAIL sens C8
COc1ccc(CC(=O)Nc2sc3c(c2C(N)=O)CCCC3)cc1	8	-15	-28	2	8	8	-10	0	4	-21	8
Cc1cccc(SC2CCN(C(=O)C3CCC(=O)N(C4CC4)C3)CC2)c1 (stereo not drawn)	-5	-13	-10	10	-4	3	-19	-15	-7	2	13
Brc1cc2ccccc2[n+](Cc2ccccc2)c1	4	-13	7	5	-15	30	11	-13	14	-2	-5
CCOc1cc(C)c(S(=O)(=O)Nc2ccc(Cl)cn2)cc1C	2	13	10	2	4	-3	-14	-9	-2	-7	2
COc1ccc(NC(=O)c2nc[nH]c2C(=O)N[C@@H](C)c2ccccc2)cc1	-8	-16	-4	-3	-1	13	-24	14	4	-11	-4
CCc1ccc(Nc2ncc3c(n2)CC(C)CC3=O)cc1 (stereo not drawn)	-6	-84	-43	-50	-19	-75	-29	-1	-33	-78	18
CCCOC(=O)C1C2C=CC3(CN(c4cccc(Cl)c4)C(=O)C13)O2 (stereo not drawn)	-6	25	-21	-1	-1	5	3	-7	16	11	9
O=C(CSc1nnc(CNC(=O)c2ccccc2)o1)NCc1ccco1	1	20	4	2	-15	9	15	-15	19	3	-5
CCOC(=O)c1ccccc1NC(=O)c1cccc([N+](=O)[O-])c1	-8	3	-21	1	1	-6	-11	-4	12	-7	5
CCC(CC)C(=O)Nc1cccc(C(=O)NC(C)(C)C)c1	1	13	-12	4	-1	8	-32	-8	-1	-9	-3
O=C(c1cc(COc2ccc(F)cc2Cl)on1)N1CC[C@@H]2CCCC[C@H]2C1	-13	6	-32	-14	8	5	-9	0	-14	-3	3
O=C(N/N=C/c1cccnc1)c1ccc(NC(=O)c2ccccc2Cl)cc1	0	3	-11	-3	3	-13	-17	0	-14	-8	-6
COc1cc(/C=C2/N=C(c3ccccc3)OC2=O)c(F)cc1OCc1ccccc1	3	-34	8	0	8	4	16	-2	-5	-6	-16
CCOC(=O)C1=C(c2ccccc2)Nc2ncnn2C1c1cc(OC)cc(OC)c1OC (stereo not drawn)	5	13	-2	0	6	6	-25	-3	3	19	0
CCOC(=O)C1CCCN(C(=O)Cn2nc(C)n3c(cc4c(OC)cccc43)c2=O)C1 (stereo not drawn)	4	18	-10	-2	4	11	-1	-2	10	2	1
Cc1ccc(NS(=O)(=O)c2cccc3cccnc23)c(Cl)c1	-3	-1	0	4	-8	7	-22	3	4	-1	-24
CCOC(=O)C1=C(COC(=O)CNS(=O)(=O)c2ccc(C)cc2)NC(=O)NC1C (stereo not drawn)	2	25	13	-3	0	14	8	-7	-27	-176	9
CN(C)CCCNC(=O)CC1C[C@H](C(=O)N2CCCCC2)[C@@]2(CCc3ccccc3)c3[nH]c4ccccc4c3CCN2C1=O (stereo partly drawn)	-17	-4	22	1	.	-16	-56	-7	-1	-9	1
Cc1occc1C(=O)Nc1cccc([N+](=O)[O-])c1	-3	3	-15	2	-2	-8	15	-5	-7	-5	14
COc1ccc(Cl)cc1NC(=O)Cn1c(C)csc1=O	-6	3	11	0	-2	-8	6	-6	9	0	10
COCCOCCn1cnc2ccccc21	-9	4	9	8	2	-2	8	-2	-9	-12	-1
COc1cc(OC)cc(N(C(=O)C2COc3ccccc3O2)C(C(=O)NC2CCCCC2)c2ccc(O)cc2)c1 (stereo not drawn)	4	5	16	5	-1	-3	-2	-2	12	-53	-1
CCOc1ncccc1C(=O)Nc1nnc(C)s1	6	5	12	0	.	13	6	3	21	-37	-5
CC1(C(=O)Nc2ccc3c(c2)OCCO3)CCN1C(=O)C1(c2ccccc2)CC1 (stereo not drawn)	.	-1	-3	.	-9	-16	19	-5	6	-4	4
O=C(CN1CCCCCC1)Nc1ccc([N+](=O)[O-])cc1Cl	-14	4	-34	4	-6	-1	-30	8	7	20	11
Cc1cc(N)ccc1-n1nc2ccccc2n1	-2	-1	-19	4	12	-33	40	7	21	-46	-2
COc1ccc(S(=O)(=O)N2CCCCCC2)cc1C(=O)NCc1cccs1	7	-2	-11	0	0	29	9	7	8	2	-4
COc1ccc(C(NCC(=O)NC(C)c2ccc(Cl)cc2)c2ccccc2)cc1 (stereo not drawn)	-15	2	12	-4	3	15	17	-4	20	-2	-5
O=C(CCCc1ccccc1)Nc1ccc(Br)cc1F	-6	-21	-38	-15	-1	-60	.	-2	.	-17	-14
Cc1ccc(OCc2ccc(C(=O)Nc3nc4ccccc4n3Cc3ccccc3)o2)c([N+](=O)[O-])c1	-9	2	-17	-3	10	3	-14	-3	-10	-13	14
Cc1ccc2[nH]c(O)c(N=Nc3ccccc3[N+](=O)[O-])c2c1	-5	-1	-30	-9	-1	8	-4	6	-3	-28	-1
Cn1c(=O)[nH]c(=O)c2c1nc1n2CCCN1CCc1ccccc1	-7	13	-8	-9	-4	17	3	-5	4	8	4
CCc1c(C)nc2ncnn2c1N1CCCC(C(=O)NCc2ccc3c(c2)OCO3)C1 (stereo not drawn)	2	15	0	6	-8	7	-19	-3	11	-10	-3
Clc1ccccc1CSc1nnc(-c2cccnc2)n1Cc1ccco1	7	2	9	-7	0	7	-1	0	-2	15	-16
O=C(CS)Nc1ccc2ccccc2c1	-2	-47	15	-1	-4	-5	-8	4	20	-63	-18
CCN(CC)S(=O)(=O)c1cccc(-c2nnc(SCCOc3ccccc3C)o2)c1	3	-20	19	10	-7	9	2	-1	13	3	-2
CCOC(=O)c1sc2nc(-c3ccco3)c3c(c2c1N)CC(C)(C)OC3	6	2	8	-8	2	8	-2	4	10	-2	18
O=C(COC(=O)CCC(=O)c1cccs1)Nc1ccc(F)c(F)c1F	-11	17	-19	-2	-2	7	-9	-1	-3	-8	-1
O=C(CCNC(=O)c1ccc(Br)cc1)Nc1ccccc1N1CCOCC1	-4	5	-6	1	12	-33	-32	2	-1	3	-11
O=c1c(C(c2c(O)nc3n(c2=O)CCS3)c2cccc3ccccc23)c(O)nc2n1CCS2	-3	13	-12	27	-6	-6	-10	-2	4	-25	-16
Cc1cccc(C)c1NC(=O)C1(C)CN(S(C)(=O)=O)CC(=O)N1CC(F)(F)F (stereo not drawn)	.	.	.	.	.	11	19	-2	11	.	13
O=S(=O)(c1ccc(F)cc1)c1nc(-c2ccccc2F)oc1N1CCCCC1	6	28	7	-3	3	15	-20	-5	-27	-21	20
Cc1ccc(N2C(=O)C3C4C=CC(C4)C3C2=O)cc1C (stereo not drawn)	-22	8	-16	-3	-4	2	-15	-15	-11	-4	5
CC(C)NC(=O)CSCc1ccccc1Cl	3	1	2	4	-2	-32	-1	5	-19	-4	9
CC1CCCCN1C(=O)c1cc(-c2ccc3c(c2)OCO3)on1 (stereo not drawn)	4	-117	12	-32	-4	-134	-27	-16	-41	-131	19

Random excerpt: two entries already listed
SMILES	TLR9-MyD88 block	NCOA3 inh	TROY NFkB inh	LMP1 NFkB inh	Vif inh	NR5A2 inv ag	SRC2 inh	NOD2 RIPK2 PPI	COUP-TFII inh	SRC1 inh	TRAIL sens C8
Cc1ccc(N2C(=O)C3C4C=CC(C4)C3C2=O)cc1C (stereo not drawn)	-22	8	-16	-3	-4	2	-15	-15	-11	-4	5
O=C(CCNC(=O)c1ccc(Br)cc1)Nc1ccccc1N1CCOCC1	-4	5	-6	1	12	-33	-32	2	-1	3	-11

Later entries.
SMILES	TLR9-MyD88 block	NCOA3 inh	TROY NFkB inh	LMP1 NFkB inh	Vif inh	NR5A2 inv ag	SRC2 inh	NOD2 RIPK2 PPI	COUP-TFII inh	SRC1 inh	TRAIL sens C8
CCN(CC)C(=O)C1=C(C)N(Cc2ccc(C(C)(C)C)cc2)C(=O)C(CC(=O)NC2CCCC2)C1 (stereo not drawn)	-7	-20	5	-9	.	-9	-11	-3	3	-23	7
COc1ccccc1-c1c(C)oc2cc(OCC(=O)OCc3ccccc3)ccc2c1=O	-8	-10	12	6	-1	-9	1	-5	-9	-11	14
CC1CCN(CCOCCOc2ccc(Cl)cc2Br)CC1	2	9	4	0	3	3	-3	3	-13	3	-14
O=C(CSc1nc2ccccc2c(=O)n1-c1ccccc1)c1c[nH]c2ccccc12	4	5	11	-1	3	12	-3	1	-8	-9	-24
CCc1ccccc1NC(=O)CN1CCN(C(=O)CNC(=O)c2ccccc2F)CC1	4	-3	6	0	-2	6	-21	6	0	2	-8
O=C1Nc2ccccc2C(O)(C(=O)NCc2ccc3c(c2)OCO3)N1c1ccccc1 (stereo not drawn)	-4	14	-4	1	0	-13	-18	2	0	-8	-11
Cc1cc(OCC(=O)NCC(c2ccc(F)cc2)N2CCOCC2)ccc1Cl (stereo not drawn)	-6	-8	-15	-8	2	-17	-9	4	14	-4	-2
Cc1ccc(NC(=O)CN(C)C(=O)COc2ccc(Br)cc2)cc1	2	6	-6	2	-7	2	-9	-2	12	4	11
O=C(O)c1cc(-c2ccc(-c3c(-c4ccc5c(c4)OCO5)noc3-c3ccsc3)cc2)nc2ccccc12	-12	-44	39	-4	-11	-42	-29	-17	-12	-42	-4
CC(=O)C1=C(O)C(=O)N(CCN2CCOCC2)C1c1ccc(N(C)C)cc1 (stereo not drawn)	9	-26	-4	-9	9	-6	-2	-5	-12	1	-20
OCC[C@@H]1C[C@@H](O)[C@H](O)[C@@]2(CCCO2)O1	-3	-20	-17	10	11	-11	-14	-10	-3	2	-2
Cc1nn(Cc2ccc(C(=O)Nc3ccccc3C(F)(F)F)o2)c(C)c1Br	5	22	11	6	-3	-16	12	5	16	-2	-3
Cc1ccc(NC(=O)NC(=O)CN2C(=O)NC3(CCCCCCC3)C2=O)c(C)c1	-2	20	0	-5	-2	-3	-4	1	3	-2	27
Cc1ccc2nc(C3CCCN(C(=S)Nc4ccccc4C)C3)[nH]c2c1 (stereo not drawn)	6	11	-11	-13	-6	3	-21	-1	-9	11	-17
CCOC(=O)N1CCN(c2nnnn2-c2ccccc2)CC1	4	-3	-9	-7	0	6	9	-7	-17	1	1
Cc1cnc(C(=O)OCC(=O)Nc2ccc3c(c2)OCCO3)cn1	-5	10	0	0	-4	3	-15	-16	3	2	-9
CCOc1cc(-c2nc(-c3ccc(C)nc3OCC)no2)cc(OCC)c1OCC	-4	14	-23	1	-2	-8	-24	-8	14	-7	4
O=C(CN1C(=O)C(=O)N(C2CCCC2)C1=O)Nc1cc(Cl)ccc1[N+](=O)[O-]	6	17	-1	3	1	4	-13	2	11	1	-15
CCc1nc2ccc(C(=O)N(C)CCN(C)C)cn2c1N(C)Cc1cc2ccccc2s1	.	-19	3	.	20	-10	-18	1	1	-1	-25
Cc1cc2nnc(SCC(=O)NCC3CCCO3)n2c2ccccc12 (stereo not drawn)	-12	11	14	-3	-9	5	-1	3	-3	-5	3
Cc1cc(NC(=O)Cc2cc(F)cc(F)c2)no1	-8	-4	-3	3	0	-18	6	-4	17	-19	16
O=C(CSc1nnc(Cc2ccccc2)n1-c1ccc(Cl)cc1)N1CCOCC1	-2	22	-17	-8	-4	8	-8	3	8	-38	-11
Cc1cc(C(=O)OCC(=O)Nc2ccccc2F)c(C)o1	0	-47	-21	-11	35	-22	-60	11	-12	-44	3
CCCc1nnc(NC(=O)c2cccs2)s1	5	-24	-45	-9	0	-77	-53	-10	-23	-40	-2
